PGC1a acetyl inh: modulators of PGC1a acetylation; U2OS PGC1a acetylation, AlphaScreen anti-acetyl-lysine; with virally co-expressed GCN5 acetyltransferase; inhibition, % at 15.6 µM; hit rate 0.17% among 350,000; AID 651687;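 active means every replicate shows inhibition of at least 40%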;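 further: 0% = neutral control wells and 100% = positive control wells; some results beyond the cut were filed as inactive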
EWS-Fli block: inhibitors of EWS/Fli oncoprotein transcriptional activity; A673 NR0B1-luciferase reporter, viability-normalised; AID 651661; inhibition, % at 12.6 µM; hit rate 0.67% among 350,000;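 active means mean inhibition of at least 50% after viability correction, with every replicate also passing that limit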;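 further: firefly luciferase signal divided by Alamar Blue viability fluorescence both relative to DMSO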
Cneo AK release: Cryptococcus neoformans lysis via adenylate kinase release. lysis activity, % at 15 µM. AID 651654. C. neoformans lysis, adenylate kinase release luminescence, 4 h; normalised: neutral wells 0, clomiphene wells 100. hit rate 0.2% among 360,000;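 active means mean lysis activity across replicates of at least 80%, whatever share of replicates individually reach that level; inactive means mean lysis activity below 80%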
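Test system: log-phase Cryptococcus neoformans yeast cells; Quantity: yeast cell density of 5 × 10^6 cells/mL; Buffer or medium: YPD; Doses: single compound concentration per well; Timing: 4 h at 37 °C static, read 1 h later; Measured by: AK luminescence; Read-out basis: lysis from increased AK signal; Control set: Clomiphene as positive control.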
LGR2 inh: blocks bursicon-induced cAMP signaling via Drosophila LGR2; HEK293 LGR2, CRE-luciferase, bursicon-stimulated, 4 h; inhibition, % at 9.99 µM; hit rate 0.35% among 380,000; AID 720647;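 active means drop in luminescence signal, shown as inhibition above about 50% in the replicate tests, limit read from the data, passing the limit was not always enough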;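 further: agonist challenge used bursicon conditioned medium at about half maximal strength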
miR122 inh: miR-122 inhibition in Huh7 cells | Huh7 miR-122 Renilla luciferase sensor, 48 h; neutral wells = 0, positive control = 100 | activation (reporter increase), % at 12.5 µM | hit rate 0.3% among 340,000 | AID 602342;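 active means mean replicate activation score at least 90 and every replicate individually at or above 90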;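 further: higher luciferase means less miR-122 activity so hits act as miR-122 inhibitors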
PAX8 inh HTS: lowers PAX8-driven luciferase in RMG-I cells; RMG-I TPO-luciferase reporter, SteadyGlo, 24 h; inhibition, % at 12.6 µM; hit rate 1.2% among 360,000; AID 652154;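 active means mean replicate inhibition at least 60% with every replicate also reaching 60%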;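 further: luciferase light reporting Pax8 driven TPO promoter activity; plate controls were median of neutral control wells for no effect and mitoxantrone controls for full effect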
FN deposition inh: fibronectin deposition inhibition; hit rate 0.086% among 350,000; AID 743247; inhibition, % at 12.6 µM; AH1F fibroblasts, Alexa488-fibronectin deposition fluorescence, overnight;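 active means mean inhibition across replicates of 30% or more, regardless of how many single replicates reach that level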;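 further: positive control wells lacked labelled fibronectin entirely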
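Material: AH1F fibroblast monolayer depositing Alexa488-labelled fibronectin into matrix / Amount: 10000 AH1F cells per well / Signal: fluorescence 485/525 nm / Medium: DMEM, 2% serum / Compound: single dose, pinned / Incubation: 1 h cell adhesion before compound, then overnight fibronectin incubation / Reagent: Alexa488-FN, 24 nM final / Read-out: inhibition of fibronectin deposition signal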
CASP6 VEID inh: inhibitors of human caspase-6; P55212; purified caspase-6, Z-VEID-R110 cleavage fluorescence; inhibition, % at 12.5 µM; hit rate 0.53% among 350,000; AID 686996;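 active means mean inhibition across replicates at least about 35%, with every replicate also reaching that limit, limit read from the data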;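 further: 0% = median of neutral control wells and 100% = no fluorescence left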
Target sequence (P55212 24-179 limits assumed): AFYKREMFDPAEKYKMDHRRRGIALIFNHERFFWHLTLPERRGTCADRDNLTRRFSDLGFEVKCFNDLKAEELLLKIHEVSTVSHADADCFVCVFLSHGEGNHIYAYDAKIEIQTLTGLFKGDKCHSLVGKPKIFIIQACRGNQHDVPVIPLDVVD
Target sequence (P55212 194-293 limits assumed): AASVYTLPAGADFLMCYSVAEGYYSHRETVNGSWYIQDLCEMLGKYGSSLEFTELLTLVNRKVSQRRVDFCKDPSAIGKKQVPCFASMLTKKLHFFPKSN
Active calls of the source: *; . = no result given; & = joins results of further samples; [ ] = remark or other dose.

SMILES	PGC1a acetyl inh	EWS-Fli block	Cneo AK release	LGR2 inh	miR122 inh	PAX8 inh HTS	FN deposition inh	CASP6 VEID inh
CC(C)NC(=O)N(C)C[C@@H]1OCCCC[C@@H](C)Oc2ccc(NC(=O)C3CCCCC3)cc2C(=O)N([C@@H](C)CO)C[C@H]1C	-2	.	.	-9	-6[16.7 µM]	13	-1	.
Cc1ccc(C(=O)CCC(=O)Nc2ncccc2O)cc1	.	-27	.	-9	.	-58	-3	4
C[C@@H]1CN([C@H](C)CO)C(=O)c2cc(NC(=O)CCC(F)(F)F)ccc2O[C@@H]1CN(C)Cc1ccc(-c2ccccc2)cc1	38	6	0	-7	4[16.7 µM]	.	-1	0
O=C1CN(C(=O)CNC(=O)c2ccccc2Cl)c2ccccc2N1	3	5	5	.	3	8	6	4
Cn1cnc(S(=O)(=O)N[C@H]2C=C[C@@H](CC(=O)Nc3ccccc3)O[C@H]2CO)c1	-2	0	-8	16	.	.	.	3
OC(c1ccccc1)c1ncc(-c2ccc(Oc3ccccc3)cc2)[nH]1 (centres undefined)	-1	-40	-1	-35	-5	-107	.	-1
C[C@@H]1CCCCO[C@H](CN(C)Cc2ccncc2)[C@H](C)CN([C@@H](C)CO)C(=O)c2cc(NC(=O)CCC(F)(F)F)ccc2O1	25	1	-3	3	3[16.7 µM]	-3	.	-1
O=C(CN1C(=O)C2C3C=CC(C3)C2C1=O)NCCc1ccccc1Cl (centres undefined)	-10	.	0	.	-2	.	10	.
O=C(Cn1nnc(-c2cccs2)n1)NCc1ccccc1	.	-8	.	-17	.	-10	-5	0
Cc1ccc(S(=O)(=O)Nc2ccc3c(c2)C(=O)N(C)[C@H]2CC[C@@H](CC(=O)O)O[C@H]2CO3)cc1	-6	-6	1	0	-1[16.7 µM]	0	-10	1
Cc1cc(-c2ccc(C(C)C)c(S(=O)(=O)NCCN3CCC(C)CC3)c2)on1	1	16	2	24	16	26	0	-8
CCCNC(=O)N1CC2(CN(C(=O)c3cnccn3)C2)c2c([nH]c3cc(OC)ccc23)[C@H]1CO	6	0	.	-13	.	.	3	-2
COc1ccc(S(=O)(=O)N2CCN(C(=S)NC3CCCCC3)CC2)cc1	-7	13	.	-3	.	-4	0	-1
O=c1c(-c2n[nH]c(=S)o2)cccn1Cc1ccccc1	2	2	.	2	.	1	0	2
Cc1cc(C)cc(CSCC(=O)N/N=C/c2ccc(OCC(=O)NCc3ccco3)cc2)c1	-10	11	-1	-3	8	.	.	4
CCOCC(=O)Nc1c(C(=O)N2CCN(c3ncccn3)CC2)oc2ccccc12	.	.	-1	-1	125*	3	-1	6
Cc1cc(C)c[n+](C[n+]2cc(C)cc(C)c2)c1	.	3	.	5	.	-7	5	13
COc1ccc(-c2ccc(C3[C@H]4CNC[C@@H]3N4Cc3ccc4c(c3)OCO4)cc2)cc1 (some centres undefined)	1&-2	-1&-6	.	-7&-12	.	9&-6	3&-2	-4&-7
C=CC[C@H](CC(=O)NCCO)C(=O)N[C@@H](C)COC(=O)[C@@H](CC=C)CC(=O)OC(C)(C)C	.	6	-3	.	.	-4	13	-11
CN(C)CCNC(=O)c1c(CSc2ccc(Cl)cc2)noc1C(=O)NCc1ccccc1	9	-6	1	0	3	-11	-8	3
COc1ccc(C#Cc2ccc([C@H]3[C@@H](CO)N4C(=O)CN(C(=O)c5ccncc5)C[C@H]34)cc2)cc1	-4	3	.	-7	.	.	.	2
CC(=O)c1c(C)[nH]c(C(=O)OCC(=O)N(CC(C)C)C2CCS(=O)(=O)C2)c1C (centres undefined)	-3	0	-1	-8	1	27	2	4
CC1(C)CC(=O)C(C2c3ccccc3Oc3ccccc32)C(=O)C1	1	-5	.	3	.	3	2	5
COCc1cc(C)nc(OCC(=O)N/N=C/c2ccccc2O)c1C#N	.	2	.	.	.	21	-6	-7
COc1ccc(C(C(=O)NCc2ccccc2)N(Cc2ccco2)C(=O)c2snc(C(N)=O)c2N)cc1OC (centres undefined)	.	17	1	3	.	-5	0	-3

Single records, as listed above. Screens in order: PGC1a acetyl inh, EWS-Fli block, Cneo AK release, LGR2 inh, miR122 inh, PAX8 inh HTS, FN deposition inh, CASP6 VEID inh
`Cc1cc(-c2ccc(C(C)C)c(S(=O)(=O)NCCN3CCC(C)CC3)c2)on1` is listed as 1, 16, 2, 24, 16, 26, 0, -8
`C=CC[C@H](CC(=O)NCCO)C(=O)N[C@@H](C)COC(=O)[C@@H](CC=C)CC(=O)OC(C)(C)C` is listed as ., 6, -3, ., ., -4, 13, -11

Following part:
SMILES	PGC1a acetyl inh	EWS-Fli block	Cneo AK release	LGR2 inh	miR122 inh	PAX8 inh HTS	FN deposition inh	CASP6 VEID inh
CCCOc1ccc(C(=O)Nc2ccc(N3CCN(C(=O)c4ccco4)CC3)cc2)cc1	2	15	-1	-5	-5	.	-6	-6
C[C@H](CO)N1C[C@H](C)[C@H](CN(C)C)Oc2c(NC(=O)Nc3cccc4ccccc34)cccc2C1=O	-4	5	.	10	.	0	.	1
O=[N+]([O-])c1ccc(CNc2ccc(Cl)cc2)s1	-6	21	-3	-19	1	11	-6	0
CC(C)(C)c1ccc(C(=O)N2CCC2(C)C(=O)NS(=O)(=O)c2ccc(C#N)cc2)cc1 (centres undefined)	1	-3	1	12	1	5	0	2
Cc1nc2ccccn2c1C(=O)NN=C1C2CC3CC(C2)CC1C3	-2	5	1	-2	2	-5	4	1
CCc1ccccc1-n1c(SCC(=O)NC)nnc1-c1cccnc1	1	.	1	.	0	.	-4	.
O=C(Nc1ccc2c(c1)OCO2)N[C@@H]1C=C[C@H](CC(=O)N2CCN(c3ccccc3)CC2)O[C@H]1CO	-4	-3	4	0	2[16.7 µM]	1	-8	4
COc1ccc(OCC(=O)N2CCN(c3cccc(Cl)c3)CC2)cc1	2	.	3	5	-1	.	.	.
O=C(C1CCN(S(=O)(=O)c2cccs2)CC1)N1CCCCCC1	-5	.	-3	.	12	.	-3	.
COC(=O)c1n[nH]n(-c2cc(Cl)cc(Cl)c2)c1=O	6	6	1	-12	1	-2	-7	2
CC(=O)c1ccc(S(=O)(=O)N2CCC(C(=O)Nc3ncc(C)s3)CC2)cc1	-4	2	0	-15	2	.	-8	1
Nc1c(C(=O)N2CCOCC2)sc(=S)n1-c1ccccc1	-2	.	1	.	-2	.	-3	.
O=C(C[C@H]1C[C@H]2c3cc(NC(=O)c4ccc5c(c4)OCO5)ccc3O[C@H]2[C@H](CO)O1)NCc1cccc(F)c1	-39	-10	-11	-20	6[16.7 µM]	-23	-6	-6
COc1ccccc1CNC(=O)C[C@@H]1C[C@@H]2c3cc(NC(=O)Cc4ccncc4)ccc3O[C@@H]2[C@@H](CO)O1	6	-2	19	20	-5[16.7 µM]	16	.	-1
Clc1ccc(C(c2nnnn2CCc2ccccc2)N2CCSCC2)cc1 (centres undefined)	-11	.	-2	.	12	17	-2	.
COc1ccccc1NC(=O)N1[C@@H]2CNC[C@H]1C2c1ccc(-c2ccccc2C)cc1 (some centres undefined)	1	3	.	12	.	-14	-3	.
CN(C)c1ccc(/C=C2\CCCCC2=O)cc1	.	-42	.	-34	.	-113	4	4
CCOC(=O)C(C(=O)OCC)C(c1ccccc1)N1CCN(c2ccccc2)CC1 (centres undefined)	-2	-4	-6	-3	.	-16	.	1
O=C(CSc1ccc(-c2cccnc2)nn1)N1CCCCC1	1	.	0	-9	3	-1	-5	-2
C[C@@H]1CN([C@@H](C)CO)C(=O)c2cccc(NC(=O)Nc3ccccc3)c2O[C@@H]1CN(C)C	19	-9	5	14	0[16.7 µM]	-16	-11	6
O=C(c1ccc(Cl)cc1)N1CCCCC(Cl)C1=O (centres undefined)	8	4	.	-8	.	0	-2	5
CC1SCC(=NOCc2c(Cl)cccc2Cl)CS1 (centres undefined)	-5	-65	-2	-48	-5	-56	-2	0
Cc1ccc(CN2C3=NCCN3c3ccccc32)cc1	.	4	.	22	.	14	.	3
O=C(NCc1ccc2c(c1)OCO2)c1cc(-c2cc(Cl)ccc2O)n[nH]1	-2	6	-4	3	2	-19	-2	-3
Oc1ccccc1-c1cc(-c2ccccc2)no1	4	.	-5	-15	-2	.	.	.
Going on with the list:
SMILES	PGC1a acetyl inh	EWS-Fli block	Cneo AK release	LGR2 inh	miR122 inh	PAX8 inh HTS	FN deposition inh	CASP6 VEID inh
CCCCC(=O)Nc1ccccc1N1CCN(c2ccccc2)CC1	-8	-9	.	5	.	-11	.	4
CN(CCc1ccccc1)C(=O)c1ccc(NC(=O)Cc2ccc(NC(=O)C3CCCN(C(=O)CCc4ccccc4)C3)cc2)cc1 (centres undefined)	.	27	3	3	.	45	4	16
C[C@@H]1CN([C@H](C)CO)C(=O)Cc2cc(N(C)C)ccc2O[C@H]1CN(C)S(C)(=O)=O	2	-4	35	2	-6[16.7 µM]	-10	-6	1
C=CCn1c(COc2ccccc2-c2ccccc2)nnc1SCC(=O)NC(=O)NCc1ccco1	-12	1	1	11	2	.	.	11
O=C(CSc1nnc2sc3ccccc3n12)NCc1ccco1	12	.	-2	-5	1	.	-3	.
O=C(CNc1cc(S(=O)(=O)N2CCOCC2)ccc1N1CCCC1)NCc1ccco1	-3	2	0	21	1	-3	-3	-2
COc1ccc2c(c1OC)C(CC(C)=O)N1CCc3cc4c(cc3C1C2=O)OCO4 (centres undefined)	-4	-12	-1	-23	0	0	3	0
Cc1nc(NC(=O)c2ccccc2)nc2cc3c(cc12)OCO3	-10	-21	-2	-21	0	-50	.	.
C[C@@]12C(=O)Nc3ccc(Br)cc3C(=O)N1[C@H]1c3cc(Br)ccc3OC[C@@H]1[C@@H]2c1ccccc1	.	10	1	12	.	31	-2	-3
CC(C)(C)OC(=O)[C@H](Cc1ccccc1)NC(=O)c1nc[nH]c1C(=O)N[C@@H](CCCCN)C(=O)OC(C)(C)C	3	-7	-1	2	-1	1	-11	25
COc1cccc(C2CC(c3ccc(C)cc3)Nc3nc(N)nn32)c1 (centres undefined)	.	1	0	1	.	-17	4	-2
COc1cc(NC(=O)CSc2nc3c(c(=O)[nH]2)CCCC3)cc(OC)c1OC	1	15	.	13	.	-15	-7	-1
COc1ccc(-c2nc3ccccc3n2Cc2ccccc2)cc1	-5	.	5	-2	-1	.	.	.
O=C(CC(c1ccccc1)c1cc(Cl)ccc1O)N1CCCC1 (centres undefined)	-6	5	-1	-8	.	2	-3	0
Fc1ccc(NC(=S)NNc2ncc(C(F)(F)F)cc2Cl)c(F)c1	0	24	.	12	.	85*	.	2
O=C(c1ccccc1)N1C[C@H]2[C@@H](c3ccccc31)[C@@H](CO)N2C(=O)Nc1ccccc1Cl	-12	3	5	6	14[16.7 µM]	11	.	-2
O=c1c(-c2ccc3c(c2)OCCO3)coc2cc(O)cc(O)c12	-7	.	-11	.	-11	.	-6	.
Cc1cccc(/C=C/c2onc(C)c2S(=O)(=O)N2CCC(C(=O)NC(C)C)CC2)c1	-15	-9	-1	-22	-7	-5	8	-2
CCCCNC(=O)c1cn(C)c2ccc(S(=O)(=O)N3CCCC3)cc2c1=O	3	.	-1	-9	-2	-7	4	-1
Cc1ccc(C2(c3ccc(C)cc3)NC(=O)N(CC(=O)NCCCN3CCCC3=O)C2=O)cc1	19	-2	1	-3	0	9	-9	3

Structures from the list above that have a thiophene ring, fused or not, in the order listed:
SMILES	PGC1a acetyl inh	EWS-Fli block	Cneo AK release	LGR2 inh	miR122 inh	PAX8 inh HTS	FN deposition inh	CASP6 VEID inh
O=C(Cn1nnc(-c2cccs2)n1)NCc1ccccc1	.	-8	.	-17	.	-10	-5	0
O=[N+]([O-])c1ccc(CNc2ccc(Cl)cc2)s1	-6	21	-3	-19	1	11	-6	0
O=C(C1CCN(S(=O)(=O)c2cccs2)CC1)N1CCCCCC1	-5	.	-3	.	12	.	-3	.
